Screening results: PubChem BioAssay, Southern Research Specialized Biocontainment Screening Center
NS5 inhibitors: Dengue-2 NS5 methyltransferase inhibitors, primary screen, biochemical, confirmation dose response (AID 588689); Genome polyprotein (Dengue virus type 2 (strain 16681-PDK53)); Dengue-2 NS5 methyltransferase capping enzyme assay, biochemical; higher % means a stronger effect; inhibition, % at 25 µM; hits with a dose series show IC50 in µM; 340,000 compounds, 0.3% hits; in the data active = a potency from the dose series
Rac1 GTP hydrolysis: MgcRacGAP GTPase-activating activity inhibitors, confirmation, biochemical, ADP Hunter fluorescence | Rac GTPase-activating protein 1 (Homo sapiens) | MgcRacGAP-stimulated Rac1 GTP hydrolysis, ADP Hunter fluorescence; higher % means a stronger effect; GST-tagged Rac1 F28L mutant substrate | one-dose inhibition, % at 30 µM; IC50 in µM for titrated hits | 340,000 compounds, 0.6% hits | AID 624330, 2012;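 active = first-screen hits whose inhibition reached a set limit at any dose in the follow-up dose series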;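 note: fluorescence reports GDP produced by GAP-driven GTP hydrolysis; strong numbers were not always called active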
NS5 inhibitors pilot replicate: recorded beside NS5 inhibitors, whose call it bears; inhibition, %; measured here: pilot screen replicate inhibition
* marks the source's active call; other numbers are inactive results. Not all compounds are listed; count on the stated rates, not on these rows.

SMILES | NS5 inhibitors | Rac1 GTP hydrolysis | others
Cc1ccc2c(c1)P(=O)(O)c1cc(C)ccc1O2 | 7% | 9%
CCc1nn(CC(=O)NCCCN2CCOCC2)c(=O)c2cc3c(OC)cccc3n12 | -4% | -6%
CN(CC1COc2ccccc2O1)C(=O)CCNS(=O)(=O)c1ccc(F)c(Cl)c1 (stereo not drawn) | -2% | 16%
COc1ccc(C(CNc2ccc(S(=O)(=O)N3CCN(C)CC3)cc2[N+](=O)[O-])N(C)C)cc1 (stereo not drawn) | -1% | 6%
COc1ccc([C@H]2C[C@H](n3cc(-c4ccc(F)cc4)nn3)[C@@H](O)CN2C(=O)C2CCCCC2)cc1 | -8% | 9%
COc1ccc2[nH]c3c(c2c1)CCN1C(=O)C(CC(=O)NCCc2ccccn2)C[C@H](C(=O)N2CCOCC2)[C@@]31C (stereo partly drawn) | -3% | 7% | NS5 inhibitors pilot replicate=5.4
O=C(NCO)c1cccnc1 | -1% | 2%
COCCCn1c(C)cc(C(=O)COC(=O)C23CC4CC(CC(O)(C4)C2)C3)c1C | -11% | 6%
N#Cc1ccccc1S(=O)(=O)N1CCN(C(=O)C2CC(=O)N(c3ccc4c(c3)OCCO4)C2)CC1 (stereo not drawn) | 2% | 4%
O=C(NCCCCc1ccccc1)c1cccc(NC(=O)c2ccccc2)c1 | 5% | 6% | NS5 inhibitors pilot replicate=-4.3
C[C@@H]1CN([C@@H](C)CO)C(=O)CCCn2nncc2CO[C@@H]1CN(C)C(=O)c1ccccc1 | -3% | 9%
CN(C(=O)CSc1cc(Cl)ccc1Cl)C1CCS(=O)(=O)C1 (stereo not drawn) | -10% | 2%
O=C(Cn1cnc2c(OCc3ccccc3)ncnc21)N[C@H](CO)Cc1cc2ccccc2[nH]1 | -6% | 5% | NS5 inhibitors pilot replicate=4.8
Cc1cc(C)n2nc(C(=O)OCC(=O)Nc3ccc(Cl)cc3)nc2n1 | -3% | 19%
CCC(=O)c1ccc(OCc2cn(CC(=O)c3ccc(O)cc3)nn2)cc1 | 9% | -3% | NS5 inhibitors pilot replicate=2.4
Cc1c(C(=O)/C=C/c2ccccc2F)c2cc(O)ccc2n1C | 0% | 7%
O=C(NCc1ccccc1)c1ccc(NC(=O)C2CCC2)cc1 | -6% | 8%
CCOC(=O)c1c(O)cc(OC)cc1CCc1ccccc1 | 0% | 9% | NS5 inhibitors pilot replicate=-2.5
C[C@H]1CN([C@@H](C)CO)C(=O)CCCn2cc(nn2)CO[C@@H]1CN(C)C(=O)Nc1ccc(C(C)(C)C)cc1 | -2% | 4%
Nc1ccn([C@@H]2O[C@H](CNC(=O)[C@@H](Cc3cn(COCc4ccccc4)cn3)NC=O)[C@@H](O)[C@H]2O)c(=O)n1 | 1% | 12%
COCc1c(C(=O)NCC(c2ccco2)N2CCCC2)oc2ccccc12 (stereo not drawn) | 5% | -27%
CC(C)(C)NC(=O)CC1C[C@H](C(=O)N2CCOCC2)[C@@]2(CCC3CCCC3)c3[nH]c4ccccc4c3CCN2C1=O (stereo partly drawn) | -3% | 0% | NS5 inhibitors pilot replicate=-5.2
COC(=O)C[C@H]1C[C@H]2c3cc(NC(=O)Cc4ccncc4)ccc3O[C@H]2[C@@H](CO)O1 | -1% | 12%
O=C(c1ccco1)N1CCN(C(=O)c2ccc(CS(=O)c3ccc(Br)cc3)o2)CC1 (stereo not drawn) | -2% | 4%
Cc1cccc(NC(=O)c2nc[nH]c2C(=O)NCCCNC(=O)c2[nH]cnc2C(=O)Nc2cccc(C)c2)c1 | -6% | 0%
CC[C@@H]1CCCCc2ccccc2[C@H](C(=O)C[C@H](O)CC(C)=O)OC1=O | -2% | 3% | NS5 inhibitors pilot replicate=3.3
CCOc1ccc(S(=O)(=O)Nc2cccc(C(=O)N3CCN(c4ccccn4)CC3)c2)cc1 | 3% | 13%
CCN(CC)S(=O)(=O)c1ccc(N2CC(C(=O)NCCc3c[nH]c4ccccc34)CC2=O)cc1 (stereo not drawn) | -6% | 8%
CCN(CC)C(=O)[C@H]1C[C@H](CC(=O)NCC23CC4CC(CC(C4)C2)C3)C(=O)N2CCc3c([nH]c4cc(-c5ccco5)ccc34)[C@]12C | 7% | 9% | NS5 inhibitors pilot replicate=3.1
COc1cccc(NC(=O)CN(C)C(=O)C2CC3C=CC2C3)c1 (stereo not drawn) | -1% | 1%
CN(C(=O)c1cccc(NC(=O)Cc2cccc(NC(=O)C3CCCN(C(=O)CCc4ccccc4)C3)c2)c1)C1CCC1 (stereo not drawn) | -5% | 9% | NS5 inhibitors pilot replicate=-2.8
Cc1ccc(NC(=O)COC(=O)CCC2CCCC2)cc1S(=O)(=O)N1CCOCC1 | 2% | -8%
CCOC(=O)N1CC(C)N(C(=S)Nc2ccccc2)CC1C (stereo not drawn) | -2% | 9%
COc1ccccc1-c1cc2nc(-c3ccccc3)cc(N3CCN(C(=O)c4ccco4)CC3)n2n1 | -5% | 16%
CC(C)(C)OC(=O)C[C@@H]1C/C=C\C[C@H](CC(=O)N(CCO)Cc2ccccc2)C(=O)N[C@@H](Cc2ccccc2)COC1=O | 1% | 5%
Cc1ccc(CC2(c3ccccc3)NC(=O)NC2=O)cc1 (stereo not drawn) | -8% | -4%
Cc1c(NC(=O)c2cc(Br)ccc2Cl)cccc1-n1cnnn1 | 0% | 0%
CCOC(OCC)c1cc2ccccc2cn1 | -10% | 6%
COc1ccc(-c2ccc(CN3C(CC(C)C)C(=O)N(Cc4cn(CCC5OCCCO5)nn4)CCS3(=O)=O)cc2)cc1OC (stereo not drawn) | 1% | 10%
Cc1ccc([C@@H]2C[C@H]3[C@@H](CN2S(=O)(=O)c2ccc(Cl)cc2)C(=O)C[C@@H](c2cccc4ccccc24)N3S(=O)(=O)c2ccc(C)cc2)cc1 | -3% | 11%
CC(C)NC(=O)Nc1ccc2c(c1)C(=O)N([C@H](C)CO)C[C@H](C)[C@@H](CN(C)C(=O)NC1CCCCC1)O2 | 0% | 5%
NC(=O)C1CCN(c2nc(-c3ccc4occc(=O)c4c3)cs2)CC1 | 8% | 18%
CC(C)C[C@@H](CNCC(=O)[C@H](CC(C)C)NC(=O)c1[nH]cnc1C(=O)N[C@@H](C)CN)NC(=O)c1nc[nH]c1C(=O)N[C@@H](C)C(=O)O | 8% | 9% | NS5 inhibitors pilot replicate=-1.5
COC(=O)[C@]1(Cc2ccccc2)N[C@H](CN(C)C(=O)Nc2ccc(F)cc2)[C@@H]2C(=O)N(C)C(=O)[C@@H]21 | -4% | 6% | NS5 inhibitors pilot replicate=-7.9
O=S(=O)(NCCc1ccccc1)c1ccc(F)cc1Br | -6% | 4% | NS5 inhibitors pilot replicate=0.6
CCCn1c(SCC(=O)N(C)C2CCS(=O)(=O)C2)nc2sc3c(c2c1=O)CCC3 (stereo not drawn) | -3% | 11%
CCCCN1CCC(=O)NC1=O | -8% | -3%
COc1ccc(NC(=O)COC(=O)C(NC(=O)c2ccc(C)cc2)C(C)C)cn1 (stereo not drawn) | 2% | 4%
CC1Cc2ccccc2N1S(=O)(=O)c1cccc(C(=O)NCc2ccco2)c1 (stereo not drawn) | -10% | 9%
CCOC(=O)[C@H]1[C@H]2COc3ccccc3[C@@H]2N2C(=O)CN(CC3CCCO3)C(=O)[C@@]12C (stereo partly drawn) | -6% | 1%

Nothing new here: 20 of the compounds above.
SMILES | NS5 inhibitors | Rac1 GTP hydrolysis | others
CCN(CC)S(=O)(=O)c1ccc(N2CC(C(=O)NCCc3c[nH]c4ccccc34)CC2=O)cc1 (stereo not drawn) | -6% | 8%
CCN(CC)C(=O)[C@H]1C[C@H](CC(=O)NCC23CC4CC(CC(C4)C2)C3)C(=O)N2CCc3c([nH]c4cc(-c5ccco5)ccc34)[C@]12C | 7% | 9% | NS5 inhibitors pilot replicate=3.1
COc1cccc(NC(=O)CN(C)C(=O)C2CC3C=CC2C3)c1 (stereo not drawn) | -1% | 1%
CN(C(=O)c1cccc(NC(=O)Cc2cccc(NC(=O)C3CCCN(C(=O)CCc4ccccc4)C3)c2)c1)C1CCC1 (stereo not drawn) | -5% | 9% | NS5 inhibitors pilot replicate=-2.8
Cc1ccc(NC(=O)COC(=O)CCC2CCCC2)cc1S(=O)(=O)N1CCOCC1 | 2% | -8%
CCOC(=O)N1CC(C)N(C(=S)Nc2ccccc2)CC1C (stereo not drawn) | -2% | 9%
COc1ccccc1-c1cc2nc(-c3ccccc3)cc(N3CCN(C(=O)c4ccco4)CC3)n2n1 | -5% | 16%
CC(C)(C)OC(=O)C[C@@H]1C/C=C\C[C@H](CC(=O)N(CCO)Cc2ccccc2)C(=O)N[C@@H](Cc2ccccc2)COC1=O | 1% | 5%
Cc1ccc(CC2(c3ccccc3)NC(=O)NC2=O)cc1 (stereo not drawn) | -8% | -4%
Cc1c(NC(=O)c2cc(Br)ccc2Cl)cccc1-n1cnnn1 | 0% | 0%
CCOC(OCC)c1cc2ccccc2cn1 | -10% | 6%
COc1ccc(-c2ccc(CN3C(CC(C)C)C(=O)N(Cc4cn(CCC5OCCCO5)nn4)CCS3(=O)=O)cc2)cc1OC (stereo not drawn) | 1% | 10%
Cc1ccc([C@@H]2C[C@H]3[C@@H](CN2S(=O)(=O)c2ccc(Cl)cc2)C(=O)C[C@@H](c2cccc4ccccc24)N3S(=O)(=O)c2ccc(C)cc2)cc1 | -3% | 11%
CC(C)NC(=O)Nc1ccc2c(c1)C(=O)N([C@H](C)CO)C[C@H](C)[C@@H](CN(C)C(=O)NC1CCCCC1)O2 | 0% | 5%
NC(=O)C1CCN(c2nc(-c3ccc4occc(=O)c4c3)cs2)CC1 | 8% | 18%
CC(C)C[C@@H](CNCC(=O)[C@H](CC(C)C)NC(=O)c1[nH]cnc1C(=O)N[C@@H](C)CN)NC(=O)c1nc[nH]c1C(=O)N[C@@H](C)C(=O)O | 8% | 9% | NS5 inhibitors pilot replicate=-1.5
COC(=O)[C@]1(Cc2ccccc2)N[C@H](CN(C)C(=O)Nc2ccc(F)cc2)[C@@H]2C(=O)N(C)C(=O)[C@@H]21 | -4% | 6% | NS5 inhibitors pilot replicate=-7.9
O=S(=O)(NCCc1ccccc1)c1ccc(F)cc1Br | -6% | 4% | NS5 inhibitors pilot replicate=0.6
CCCn1c(SCC(=O)N(C)C2CCS(=O)(=O)C2)nc2sc3c(c2c1=O)CCC3 (stereo not drawn) | -3% | 11%
CCCCN1CCC(=O)NC1=O | -8% | -3%

(list continues)
SMILES | NS5 inhibitors | Rac1 GTP hydrolysis | others
O=C(COC(=O)C1CCN(S(=O)(=O)c2cccs2)CC1)Nc1ccc(F)cc1Cl | -1% | 3%
CCOC(=O)N1CCc2cc(OC)c(OC)c3c2c1cc1cc(OC)c(OC)cc13 | 2% | 10%
COc1cccc(C(c2cccc(OC)c2)c2ccccc2C(=O)O)c1 | 7% | 1%
COc1ccc(C=NN=C2c3ccccc3-c3ccccc32)cc1OC | 3% | 0%
CN(CC(=O)N(C)CC(=O)Nc1c(Cl)cccc1Cl)Cc1ccccc1F | 1% | 1%
CCOc1ccc(OCCC(=O)N(CCOC)c2c(N)n(Cc3ccccc3)c(=O)[nH]c2=O)cc1 | -1% | 1%
Oc1cc(-c2ccc(N3CCCCC3)nc2)cc2cccnc12 | -4% | 1%
CCC(C)Sc1ccc([C@H]2N[C@@](C)(C(=O)OC)[C@H]3C(=O)N(CC)C(=O)[C@@H]23)cc1OC (stereo partly drawn) | 9% | 7%
CCCCOC(=O)c1ccc(NC(=O)COC(=O)C2CC2C)cc1 (stereo not drawn) | -7% | 15%
COc1cc(/C=N/N2CCN(Cc3ccccc3)CC2)cc(OC)c1OC | -7% | 3%

In the list so far, 2 contain a COOH group:
SMILES | NS5 inhibitors | Rac1 GTP hydrolysis | others
CC(C)C[C@@H](CNCC(=O)[C@H](CC(C)C)NC(=O)c1[nH]cnc1C(=O)N[C@@H](C)CN)NC(=O)c1nc[nH]c1C(=O)N[C@@H](C)C(=O)O | 8% | 9% | NS5 inhibitors pilot replicate=-1.5
COc1cccc(C(c2cccc(OC)c2)c2ccccc2C(=O)O)c1 | 7% | 1%

More results:
SMILES | NS5 inhibitors | Rac1 GTP hydrolysis | others
C=CCN(Cc1cccs1)C(=O)COc1ccc2c(c1)OCO2 | 5% | 6%
O[C@@H]1C[C@H](c2ccc(Cl)cc2)N(Cc2cccs2)C[C@H]1n1cc(C2CC2)nn1 | 0% | 15%
Cc1cc(C)c2c(=O)n3c(nc2c1)C(CC(C)C)NC(=O)c1cccnc1-3 (stereo not drawn) | 0% | 7%
CN(C(=O)c1cccc(NC(=O)Cc2cccc(NC(=O)C3CCN(C(=O)c4ccccc4)CC3)c2)c1)C1CC1 | 2% | 8% | NS5 inhibitors pilot replicate=-2.8
O=C(CC(=O)c1ccccn1)c1ccccc1 | 2% | 0%
Cn1c(N)c(C(=O)COC(=O)/C=C/c2ccc(Cl)cc2)c(=O)n(C)c1=O | -5% | 0%
C[C@H]1CN([C@@H](C)CO)C(=O)CCCn2nncc2CO[C@@H]1CN(C)C(=O)c1ccncc1 | -2% | 8%
Cc1noc(C)c1S(=O)(=O)Nc1ccc2c(c1)C(=O)N([C@H](C)CO)C[C@H](C)[C@@H](CN(C)C(=O)NC1CCCCC1)O2 | 2% | 1%
